# Bioassay records (PubChem BioAssay)
# EBNA-1 inh: EBNA-1 DNA-binding inhibitors, primary screen, biochemical, fluorescence polarization; inhibition, % at 14.8 µM; 300,000 compounds, 0.34% hits; AID 1950, 2009; in the data active = inhibition above about 28%
# proCasp7 act: procaspase-7 activators, primary screen, counter-screen for procaspase-3 activator project, biochemical, absorbance, HTS, human. 330,000 compounds, 0.093% hits. recombinant procaspase-7, Ac-DEVD-pNA absorbance 405 nm; D23A/D198A/D206A triple mutant, cannot self-cleave; scale: DMSO 0, 5 µM enzyme 100. activation, % at 8.5 µM. Caspase-7 (Homo sapiens), P55210;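 active = percent activation above the screen-wide mean plus 3 SD, cut at about 25% in these data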
#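 Replicates: singlicate. Assay system: Procaspase-7 triple mutant (PC-7 D3A). Signal: 405 nm absorbance of p-nitroaniline. Times: 1 h preincubation, 2 h reaction. Buffer or medium: Zinc-free HEPES pH 7.4 with 300 mM NaCl, 0.01% Triton X-100. Also added: DEVD-pNA substrate. Benchmarks: DMSO wells as 0%, DMSO with 5 µM added PC-7 as 100%.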
# ZTA DNA inh: blocks Epstein-Barr virus ZTA, an EBNA-1 counter-screen | ZTA-DNA binding, fluorescence polarization | inhibition, % at 11 µM | 320,000 compounds, 0.15% hits | AID 2234; in the data active = inhibition above about 33%
# MEP2 TOR yeast: modulators of MEP2-GFP levels in yeast, primary screen, S. cerevisiae, multiplex flow cytometry, MLPCN library | GFP response vs DMSO, % at 10 µM | S. cerevisiae MEP2-GFP strain, 3 h; 100% = DMSO control level | AID 2016, 2009 | 330,000 compounds, 0.51% hits;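 active = GFP response versus DMSO above a set limit, roughly screen mean plus 3 SD, cut at about 180% in these data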;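 note: median GFP fluorescence of the barcode-gated MEP2-GFP cells per well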
# RPL19A TOR yeast: RPL19A-GFP expression modulators in yeast, primary screen, cell-based, S. cerevisiae, multiplex flow cytometry, MLPCN | S. cerevisiae RPL19A-GFP strain, 3 h; active compounds read low | 330,000 compounds, 0.3% hits | percent response vs DMSO, % at 10 µM;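 active = percent response vs DMSO below 50%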;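 note: median channel GFP fluorescence of the barcoded RPL19A-GFP strain; ratio of sample median GFP to plate DMSO average so 100% = DMSO; lower means less RPL19A-GFP as with rapamycin TOR inhibition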
# LAP4-GFP MLPCN: modulators of LAP4-GFP expression in yeast, primary screen, S. cerevisiae, multiplex flow cytometry, MLPCN library | 3 h; median GFP as percent of DMSO wells | GFP response vs DMSO, % at 10 µM | AID 2023, 2009 | 320,000 compounds, 0.34% hits;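 active = GFP response vs DMSO above a set limit, about the screen mean plus 3 SD, cut at about 150% in these data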
# AHR act: AHR activators, primary screen, cell-based, luminescence, luciferase reporter, human. Aryl hydrocarbon receptor (Homo sapiens), P35869. AHR-responsive luciferase reporter cells. activation, % at 5 µM. 320,000 compounds, 2.5% hits. AID 2796, 2010; in the data active = activation above about 47%;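 note: 0% = vehicle wells and 100% = reference agonist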
# procasp3 activ: activators of human procaspase-3 D3A mutant, primary screen, biochemical, absorbance, PC-3 D3A mutant, single concentration. Caspase-3 (Homo sapiens), P42574. recombinant procaspase-3 D3A, Ac-DEVD-pNA absorbance 405 nm. activation, % at 8.5 µM. 330,000 compounds, 0.11% hits. AID 463141, 2010;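 active = activation above the mean of all tested compounds plus 3 SD, cut at about 21% in these data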;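 note: 0% = DMSO alone and 100% = DMSO wells spiked with extra 5 µM PC-3 D3A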
#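 System: Procaspase-3 D3A mutant. Medium: Zinc-free 300 mM NaCl, 50 mM HEPES, 0.01% Triton X-100. Schedule: 1 h preincubation plus 2 h reaction at 25 °C. Measured by: 405 nm absorbance of p-nitroaniline, reads at 0 and 120 min. Read-out: percent activation relative to control range.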
# The depositor's hits bear a star; x = no result given.
1	CC(=O)c1ccc(NC(=O)NNS(=O)(=O)c2ccc([N+](=O)[O-])cc2)cc1
2	CCn1c(SCC(=O)c2c(N)n(C3CC3)c(=O)[nH]c2=O)nnc1-c1ccccc1OC
3	CCOC(=O)N1CCN(C2CC(=O)N(c3ccc(Cl)c(Cl)c3)C2=O)CC1 (stereo unspecified)
4	Cc1ccc(NC(=O)C2C3C=CC4(O3)C2C(=O)N(CCN2CCOCC2)C4C(=O)NC2CCCCC2)cc1C (stereo unspecified)
5	Clc1c(-c2nnc3n2CCC3)sc2ccccc12
6	CCOC(=O)c1c(S(=O)(=O)NCC(=O)N2CCN(c3cccc(OC)c3)CC2)c(C)n(C)c1C
7	O=C1OC(c2ccccc2)=N/C1=C/c1cccc(OC(=O)c2cccs2)c1
8	Cc1noc(-c2ccccc2OC(=O)c2ccccc2)n1
assay / compound,1,2,3,4,5,6,7,8
EBNA-1 inh,6,x,-9,0,-17,9,-5,-7
proCasp7 act,-1,1,8,6,-1,-3,3,0
ZTA DNA inh,1,-5,-15,6,1,-4,-1,13
MEP2 TOR yeast,101,98,99,100,106,99,87,103
RPL19A TOR yeast,99,97,95,105,97,100,98,98
LAP4-GFP MLPCN,93,97,95,98,128,107,93,97
AHR act,2,24,4,-2,-2,1,4,-1
procasp3 activ,5,-4,-3,4,-3,2,-2,4

9	CCN(CC)CCCNC(=O)c1c(O)c2c([nH]c1=O)CCCC2
10	CC(=O)NC1C(=O)N=C(SCC(=O)Nc2c(C)cccc2C)NC1=O (stereo unspecified)
11	CC(=O)c1ccc(Nc2cc(C)nc3ccc(C)cc23)cc1
12	O=C(Nc1ccc(Cl)cn1)C1CCCN1S(=O)(=O)c1cccc2ccccc12 (stereo unspecified)
13	CCc1nc2scc(-c3ccc(C)cc3)c2c(=O)n1N
14	CCOc1ccc(CNC(=O)CCC(=O)N2Cc3cccc(OC)c3Oc3ncccc32)cc1
15	COc1ccc2c(c1)c(N=O)c(O)n2C
16	O=c1c2ccccc2nc(-c2ccco2)n1CCc1ccc(O)cc1
assay / compound,9,10,11,12,13,14,15,16
EBNA-1 inh,6,-10,-19,10,0,5,-4,14
proCasp7 act,0,0,-1,22,2,-1,-5,8
ZTA DNA inh,-7,1,-6,-1,8,-5,-18,10
MEP2 TOR yeast,109,102,98,98,100,99,102,109
RPL19A TOR yeast,105,105,96,100,101,102,96,100
LAP4-GFP MLPCN,104,97,97,101,106,97,91,108
AHR act,2,1,28,1,-1,0,15,3
procasp3 activ,6,1,-5,0,10,6,13,1

17	CCn1c(C)nc2cc(C(=O)NNS(=O)(=O)c3c(C)c(C)cc(C)c3C)ccc21
18	CCc1ccc(N/C(SCc2ccccc2C)=C(/C#N)C(=O)NCc2ccco2)cc1
19	CS(=O)(=O)NCCSc1cc(C(F)(F)F)nc2ccccc12
20	CC1CCCCN1CCNC(=O)Cn1nc(-c2ccccc2)ccc1=O (stereo unspecified)
21	Cc1c2cnn(-c3ccccc3)c(=O)c2c(C)n1CCCC(=O)N1CCN(C2CCCCC2)CC1
22	C#CCn1c(S(=O)(=O)Cc2ccc(OC)cc2)nc(-c2ccccc2)c1-c1ccccc1
23	Cc1ccccc1OCC(=O)NCC(=O)OCC(=O)c1ccc2ccccc2c1
24	Cn1c(=O)c2cc(S(=O)(=O)NCCC(=O)NC3CCCCCC3)ccc2n(C)c1=O
assay / compound,17,18,19,20,21,22,23,24
EBNA-1 inh,4,-3,3,-14,7,2,3,2
proCasp7 act,-5,-18,10,-11,4,2,8,-6
ZTA DNA inh,0,-1,2,9,1,0,0,-2
MEP2 TOR yeast,96,106,95,95,95,108,118,109
RPL19A TOR yeast,96,106,97,96,96,103,95,103
LAP4-GFP MLPCN,90,114,107,95,93,103,103,104
AHR act,15,13,-1,-2,0,0,1,0
procasp3 activ,-3,-2,-4,0,2,-1,-9,-1

25	O=C(C(c1ccccc1)c1ccccc1)N1CCN(Cc2ccco2)CC1
26	CCCC1C2C(=O)N(c3ccccc3)C(=O)C2ON1c1ccccc1 (stereo unspecified)
27	COc1cccc(NC(=O)C(Sc2nnc3ccccn23)c2ccccc2)c1 (stereo unspecified)
28	O=C(N/N=C/C(Cl)=C/c1ccccc1)c1ccncc1
29	CC(C)(C)C(=O)C(CO)(Oc1ccc(Cl)cc1)n1cncn1 (stereo unspecified)
30	COc1ccc(CC(=O)NC2CCN(Cc3nnnn3C(C)(C)C)CC2)cc1OC
31	CCOC(=O)c1[nH]cnc1C(=O)Nc1ccccc1
32	CCOC(=O)c1ccc2nc(C)c(C)nc2c1
assay / compound,25,26,27,28,29,30,31,32
EBNA-1 inh,3,-8,-10,3,-5,1,-6,-15
proCasp7 act,-5,-3,11,12,15,7,7,1
ZTA DNA inh,14,-4,-4,2,4,17,1,-3
MEP2 TOR yeast,102,98,111,87,122,102,108,93
RPL19A TOR yeast,100,96,103,91,106,101,105,92
LAP4-GFP MLPCN,100,88,104,92,108,98,95,101
AHR act,0,0,2,4,1,1,3,1
procasp3 activ,5,3,8,-7,1,-4,-2,-5

33	O=C(Nc1ccc([N+](=O)[O-])cn1)c1cc(-c2cccc(Br)c2)nc2ccccc12
34	CCCn1c(SCC(=O)NC2CCCC2)nc2c1c(=O)n(C)c(=O)n2C
35	CC(=O)c1ccc(OC2OCCOC2Oc2ccc(C(C)=O)cc2)cc1 (stereo unspecified)
36	COCCN(Cc1cc2ccc(C)cc2[nH]c1=O)S(=O)(=O)c1ccccc1
37	Cc1cccc(-n2nnnc2SCC(=O)NCC2CCCO2)c1 (stereo unspecified)
38	O=C(NNS(=O)(=O)c1ccc(Br)cc1)C1CCCCC1
39	CCc1nc(-c2cc3ccc(C)cc3[nH]c2=O)no1
40	O=C(Nc1ccc(N2CCOCC2)cc1)c1cc(-n2cnnc2)ccc1Cl
assay / compound,33,34,35,36,37,38,39,40
EBNA-1 inh,-3,-17,16,1,-17,-16,-1,3
proCasp7 act,-3,3,-4,-4,9,-5,2,4
ZTA DNA inh,-4,-1,3,4,8,4,-10,7
MEP2 TOR yeast,106,87,101,100,104,97,108,102
RPL19A TOR yeast,106,89,103,100,100,94,99,104
LAP4-GFP MLPCN,96,90,93,103,103,97,103,105
AHR act,8,0,1,8,3,0,1,-2
procasp3 activ,3,-5,-3,-3,-1,-2,7,2

41	COc1ccccc1C/C(N)=N/OC(=O)c1ccc(C)c([N+](=O)[O-])c1
42	Cc1cc(C)n2nc(C(=O)Nc3ccc(S(=O)(=O)N4CCCC4)cc3)nc2n1
43	O=C(Nc1ccc(F)cc1)C(=O)C1C(=O)Nc2ccccc21 (stereo unspecified)
44	Cc1nn(-c2cccc(C(F)(F)F)c2)c(=O)c2noc(C)c12
45	Cc1c([N+](=O)[O-])cc(C(=O)N2CCOCC2)cc1[N+](=O)[O-]
46	CN(C)CCCN(C(=O)c1ccc2c(c1)CCCC2)c1nc2c(F)cccc2s1
47	CC1=CC(C)(C)N(C(=O)C(C)N2C(=O)c3ccccc3C2=O)c2ccc(C)cc21 (stereo unspecified)
48	Cc1ccc(NC(=O)CSCC(=O)N=c2sccn2C)cc1
assay / compound,41,42,43,44,45,46,47,48
EBNA-1 inh,-3,-11,2,-7,2,3,5,1
proCasp7 act,3,5,-2,6,11,-1,5,-3
ZTA DNA inh,-19,-18,6,-1,11,-18,14,-4
MEP2 TOR yeast,101,97,86,110,106,108,101,100
RPL19A TOR yeast,103,99,102,100,99,97,96,94
LAP4-GFP MLPCN,135,104,104,126,100,100,98,102
AHR act,0,6,13,-3,-2,6,-2,29
procasp3 activ,5,-3,3,-8,-1,-4,2,-1

# 9 structures from above, sorted by heavy-atom count, low to high.
39	CCc1nc(-c2cc3ccc(C)cc3[nH]c2=O)no1
38	O=C(NNS(=O)(=O)c1ccc(Br)cc1)C1CCCCC1
45	Cc1c([N+](=O)[O-])cc(C(=O)N2CCOCC2)cc1[N+](=O)[O-]
48	Cc1ccc(NC(=O)CSCC(=O)N=c2sccn2C)cc1
37	Cc1cccc(-n2nnnc2SCC(=O)NCC2CCCO2)c1 (stereo unspecified)
41	COc1ccccc1C/C(N)=N/OC(=O)c1ccc(C)c([N+](=O)[O-])c1
40	O=C(Nc1ccc(N2CCOCC2)cc1)c1cc(-n2cnnc2)ccc1Cl
42	Cc1cc(C)n2nc(C(=O)Nc3ccc(S(=O)(=O)N4CCCC4)cc3)nc2n1
47	CC1=CC(C)(C)N(C(=O)C(C)N2C(=O)c3ccccc3C2=O)c2ccc(C)cc21 (stereo unspecified)
assay / compound,39,38,45,48,37,41,40,42,47
EBNA-1 inh,-1,-16,2,1,-17,-3,3,-11,5
proCasp7 act,2,-5,11,-3,9,3,4,5,5
ZTA DNA inh,-10,4,11,-4,8,-19,7,-18,14
MEP2 TOR yeast,108,97,106,100,104,101,102,97,101
RPL19A TOR yeast,99,94,99,94,100,103,104,99,96
LAP4-GFP MLPCN,103,97,100,102,103,135,105,104,98
AHR act,1,0,-2,29,3,0,-2,6,-2
procasp3 activ,7,-2,-1,-1,-1,5,2,-3,2

# Later entries
49	Nc1cccc(/C=C/c2ccncc2)c1
50	O=[N+]([O-])c1cccnc1N1CCN(c2ccccc2F)CC1
51	CC(=O)Nc1cccc(Nc2nc(-c3ccccc3)nc3ccccc23)c1
52	Cc1ccc(CNC(=O)Cn2nnc(C(=O)Nc3cccc(C)c3C)c2N)cc1
53	COc1cc2ccccc2cc1C(=O)N1CCN(C)CC1
54	O=C(c1ccccc1)N1CCCC(C(=O)N2CCCCC2)C1 (stereo unspecified)
55	COc1ccc(CNC(=O)CN(c2ccc(OC)c(Cl)c2)S(=O)(=O)c2ccc(C)cc2)cc1
56	CCCSc1nsc(NC(=O)CC)n1
57	CCC(=O)NC(Cc1ccccc1)c1ccc2c(c1)OCCCO2 (stereo unspecified)
58	O=C(NC1CCCCC1)C(c1ccncc1)N(C(=O)c1csnn1)c1ccccc1F (stereo unspecified)
59	O=C(Cn1c(NCCCO)nc2ccccc21)c1ccco1
assay / compound,49,50,51,52,53,54,55,56,57,58,59
EBNA-1 inh,3,5,-9,1,-10,-9,-12,0,5,5,-7
proCasp7 act,8,5,-4,8,-3,2,-6,5,18,8,4
ZTA DNA inh,-14,9,-16,-6,-3,-4,-33,-2,1,0,-14
MEP2 TOR yeast,105,94,72,110,102,102,110,98,98,101,104
RPL19A TOR yeast,103,93,97,108,100,103,94,94,97,99,98
LAP4-GFP MLPCN,99,107,92,104,98,99,89,104,86,98,103
AHR act,2,7,62*,3,-2,0,5,2,0,0,2
procasp3 activ,6,11,-5,2,-6,-9,1,6,5,7,13
